High-throughput results: PubChem, National Center for Advancing Translational Sciences (NCATS)
D1 agonist – activates the human D1 dopamine receptor | activation, % at 2 µM | HEK293 T-REx D1 cells, calcium flux, agonist mode | actives 1% (n = 360,000) | AID 504660 | P21728; in the data active means activation above about 30%; further: 0% is about no effect
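Tetracycline-induced HEK293 TREx D1 cells, force-coupled to calcium signalling, were dye-loaded with a no-wash calcium kit. Compound was pin-added after a 10 s baseline. Fluorescence was read kinetically at 1 cycle/s for 180 s, with calcium rises flagged as agonism.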
RXFP1 antagonist – blocks the human relaxin receptor RXFP1; Q9HBX9; HEK293-RXFP1, relaxin-stimulated cAMP HTRF, 30 min; stronger effect = lower value; activity change, negative = inhibition, % at 57.5 µM; actives 0.59% (n = 350,000); AID 1259400;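 active means activity change of -60% or lower, but not beyond a set lower limit; inconclusive means change between -60% and -40%, or beyond the set limit; inactive means change above -40%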; further: on the % scale 0 is the no-effect control and ±100 the full control effect
D1 potentiator – enhances dopamine response at the human D1 receptor | P21728 | actives 0.036% (n = 360,000) | potentiation, % at 10 µM | HEK293 TREx D1 cells, calcium flux, dopamine EC20 potentiation; in the data active means potentiation above about 30%; further: 0% is about no effect
D1 antagonist – antagonists of human D1 dopamine receptor; HEK293 TREx D1 cells, calcium flux, dopamine EC80; stronger effect = lower value; activity change, negative = inhibition, % at 10 µM; actives 3.2% (n = 360,000); AID 504652; in the data active means activity change below about -30%; further: on the % scale 0 is the no-effect control and ±100 the full control effect
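Kinetic fluorescence of a calcium dye serves as the read-out. D1-expressing Hek293 Trex cells, induced overnight at 30 C, are exposed to compound for 180 s before an EC80 dopamine addition, then read 180 s further.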
Vif-APOBEC3G blk – inhibitors of Vif-APOBEC3G interaction; HeLa A3G-eYFP + Vif (tagged APOBEC3G with the HIV-1 protein that degrades it), YFP fluorescence, overnight; Potency, µM (top dose mostly 46.1 µM), for the others: at the highest dose activity, negative = active, actives largely listed as inhibitors; actives 0.076% (n = 410,000); AID 602310;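 further: potency means the concentration at half of the fitted maximal effect; on the % scale 0 is the no-effect control and ±100 the full control effect; nearly all actives have a fitted effect of over 60% in size; hits raise eYFP signal because A3G escapes Vif-driven loss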
Target sequence (Q9HC16 whole entry, looked up): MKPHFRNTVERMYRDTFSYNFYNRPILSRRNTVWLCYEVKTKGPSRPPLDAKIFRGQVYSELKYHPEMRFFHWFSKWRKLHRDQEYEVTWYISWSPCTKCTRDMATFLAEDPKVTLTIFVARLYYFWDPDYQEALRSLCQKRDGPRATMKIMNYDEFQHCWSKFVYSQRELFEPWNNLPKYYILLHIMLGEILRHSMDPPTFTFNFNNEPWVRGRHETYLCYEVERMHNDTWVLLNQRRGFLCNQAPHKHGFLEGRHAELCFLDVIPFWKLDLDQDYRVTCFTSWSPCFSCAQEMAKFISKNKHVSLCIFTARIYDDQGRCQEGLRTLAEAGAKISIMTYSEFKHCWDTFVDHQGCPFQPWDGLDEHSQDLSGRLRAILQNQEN
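HeLa cells stably expressing Vif and C-terminally eYFP-tagged A3G, seeded overnight at 37 deg C, then exposed to compound by pintool overnight at 37 deg C. Rise in yellow fluorescence (Ex 488/Em 500-530, Acumen) marks blocked Vif-driven A3G degradation.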
D2 PAM – positive allosteric modulators of human D2 dopamine receptor | HEK293 T-REx D2, calcium flux, EC20 dopamine potentiation | potentiation, % at 10 µM | actives 0.34% (n = 340,000) | P14416;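 active means potentiation over 3 SD above the plate norm, cut at about 30% in these data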; further: 0% is about no effect
Target sequence (P14416 whole entry, looked up): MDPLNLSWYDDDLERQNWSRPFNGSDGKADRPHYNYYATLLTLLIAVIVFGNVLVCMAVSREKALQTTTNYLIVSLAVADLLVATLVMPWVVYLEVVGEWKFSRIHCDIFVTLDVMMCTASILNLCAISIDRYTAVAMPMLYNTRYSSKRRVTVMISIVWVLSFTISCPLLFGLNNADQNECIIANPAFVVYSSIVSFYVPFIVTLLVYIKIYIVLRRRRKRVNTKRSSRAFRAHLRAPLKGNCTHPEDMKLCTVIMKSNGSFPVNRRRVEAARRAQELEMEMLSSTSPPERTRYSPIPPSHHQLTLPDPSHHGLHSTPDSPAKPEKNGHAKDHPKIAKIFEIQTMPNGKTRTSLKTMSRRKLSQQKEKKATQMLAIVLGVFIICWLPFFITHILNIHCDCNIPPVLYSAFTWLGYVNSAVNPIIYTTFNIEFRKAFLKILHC
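Using a no-wash calcium dye in inducible, force-coupled HEK293 Trex cells expressing D2, we tracked fluorescence each second for 180 s after compound, then for 180 s after EC20 dopamine to detect augmented signalling.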
RXFP1 agonist – agonists of human relaxin receptor RXFP1; HEK293T-RXFP1 cAMP TR-FRET, 30 min; response scale: percent of porcine relaxin response, buffer zero; actives 0.3% (n = 370,000); Potency, µM (doses to about 57.5 µM), for inactives: at the highest dose activation, hits mostly activators; Q9HBX9; further: potency means the concentration at half of the fitted maximal effect; on the % scale 0 is the no-effect control and ±100 the full control effect; nearly all actives have a fitted effect of over 60% in size; many of its hits are not listed in these tables
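Agonist response is measured as cAMP accumulation in an RXFP1-transfected HEK293T line under PDE4 inhibition. Values are scaled between buffer-only and 29 nM porcine relaxin, and EC50s come from standard Hill equation fits.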
GRP78 ERSR act – inducers of ER stress response in human glioma cells | U87-MG GRP78 promoter luciferase reporter, 16 h | AID 602332 | actives 0.02% (n = 420,000) | Potency, µM, without a hit: top-dose activation, hits mostly activators; further: potency means the concentration at half of the fitted maximal effect; series mostly up to about 76 µM; % of control where 0% means no effect; nearly all actives have a fitted effect of over 35% in size
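Stably transfected U87-MG human glioma cells carrying a GRP78-based luminescent sensor were seeded at 1000 cells/well, pin-dosed with compounds and incubated 16 h. Luciferase reagent was then added, and end-point luminescence was read after 10 min at room temperature.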
Vif-APOBEC3F blk – blocks the Vif interaction with APOBEC3F. actives 0.2% (n = 390,000). HeLa A3F-eYFP + Vif (tagged APOBEC3F with the HIV-1 protein that degrades it), YFP fluorescence increase. Potency, µM (series often up to 46.1 µM), inactives show at the highest dose activity, negative = active; further: potency means the concentration at half of the fitted maximal effect; % of control where 0% means no effect; nearly all actives have a fitted effect of over 65% in size
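HeLa cells stably expressing Vif plus C-terminally eYFP-tagged A3F were seeded, incubated overnight at 37 deg C, dosed with compound, incubated overnight again at 37 deg C. Yellow fluorescence (Ex 488/Em 500-530) reported blocked Vif-mediated A3F-eYFP degradation.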
Starred values were filed as active, the others as inactive; ? = inconclusive; . = not tested or not shown. Unless noted, the call rests on the fitted dose curve; in most records, active means well fitted curve in the direction sought with a large enough effect; inconclusive means small, poorly fitted or top-dose-only effect, or another doubt; inactive means no such curve, though single readings can be large; an effect the other way counts as inactive or inconclusive. These rows are one share of the data; rates above refer to the full screens.

No.	structure	D1 agonist	RXFP1 antagonist	D1 potentiator	D1 antagonist	Vif-APOBEC3G blk	D2 PAM	RXFP1 agonist	GRP78 ERSR act	Vif-APOBEC3F blk
1	COCCCN1C(=O)c2ccc(C(=O)OCC(=O)NCc3cccc(OC)c3)cc2C1=O	1	1	3	8	0%	.	2.0%	-3%	?
2	COc1ccc(/C=C/C(=O)OCC(=O)Nc2cc(C(N)=O)cc(C(N)=O)c2)cc1	1	-6	-3	-11	3%	0	0.4%	1%	-11%
3	C/C(N)=C(/C#N)C(=O)CSc1nnnn1-c1ccc(C)cc1	4	2	-5	-44*	2%	-9	-2.6%	1%	-7%
4	Cc1c(NC(=O)C2CCCN2S(=O)(=O)c2cccc3nsnc23)cccc1C(=O)O (centres undefined)	3	.	-2	5	5%	8	1.7%	1%	-3%
5	Cc1ccc(C)c(-c2csc(N)c2C(=O)OC(C)C)c1	-1	-18	0	1	-12%	8	4.9%	-7%	0%
6	Cc1ccc(C(=O)Nc2ccc(Oc3cccc(C(F)(F)F)c3)nc2)cc1	30	-4	3	-31*	0%	-8	3.7%	-6%	13%
7	Cc1cc(C(C)c2ccccc2)c(O)c(CN2CCOCC2)c1C (centres undefined)	4	-22	5	21	3%	.	1.4%	-5%	-6%
8	Cc1ccc(N(C(=O)CNC(=O)c2ccco2)C(C(=O)NC2CCCCC2)c2cccnc2)cc1 (centres undefined)	1	3	-12	-1	-2%	.	-0.1%	-4%	0%
9	O=C(C1CCN(S(=O)(=O)Cc2ccccc2)CC1)N1CCN(c2ccccc2)CC1	-2	-9	1	-61*	2%	11	24%	3%	0%
10	CS(=O)(=O)N(CCc1ccccc1)CC(=O)NCc1ccccn1	1	0	-2	28	-1%	-2	3.0%	-2%	-9%
11	Cc1ccccc1OCCC(=O)OCC(=O)NCCNC(=O)COC(=O)CCOc1ccccc1C	14	-73*	-5	-43*	1%	-10	-0.9%	0%	7%
12	CC(C)Cc1nc(C#N)c(N2CCC(C(N)=O)CC2)o1	3	-3	0	-4	0%	16	0.5%	-3%	0%
13	CC(C)N(C(=O)CN1C(=O)NC(c2ccccc2)(c2ccccc2)C1=O)C(C)C	0	-30	-4	1	0%	0	0.1%	-7%	-1%
14	CCN(CC)C(=O)Cn1nc(-c2ccccc2O)nc1SCC(=O)Nc1ccc(OC)cc1	2	11	-4	-9	1%	-9	3.3%	-3%	-12%
15	COc1cc(C)c(S(=O)(=O)Nc2cccc(-c3ccc(N4CCCC4)nn3)c2)cc1C	1	-11	1	13	-2%	.	2.8%	0%	2%
16	CC(=O)c1cccc(Nc2nc(=O)c3cccnc3s2)c1	1	-1	4	8	-4%	7	9.5%	7%	0%
17	CCOc1ccc(S(=O)(=O)NC(C)C(=O)NCc2ccncc2)cc1 (centres undefined)	3	-3	-2	7	0%	1	0.7%	1%	0%
18	CC(=O)c1ccc(-c2nc3c4ccccc4ccn3c2C(C)=O)o1	2	.	1	5	-1%	-4	8.1%	0%	-8%
19	CCOP1(=O)C=C(C(C)(C)C)OC1c1ccc(F)cc1 (centres undefined)	2	5	-5	-20	0%	2	0.2%	-3%	-1%
20	O=C(/C=C/c1ccncc1)c1ccc(NC(=O)c2ccccc2F)cc1	1	?	-4	-20	-24%	1	1.2%	-17%	5%
21	CCN(Cc1ccncc1)C(=O)c1ccccc1NS(=O)(=O)c1ccc(Br)cc1	0	3	-9	-1	1%	-4	3.7%	-6%	9%
22	COc1ccc(S(=O)(=O)N2CCCCCC2)cc1C(=O)N(CC(C)C)C1CCS(=O)(=O)C1 (centres undefined)	0	-2	-5	-6	4%	3	3.1%	-5%	6%
23	COc1c(Cl)c(=O)oc2ccc(Cl)cc12	.	-6	.	.	-6%	.	.	-2%	-2%
24	CCc1cccc(NC(=O)C2CCCN(c3ncnc4onc(-c5ccc(F)cc5)c34)C2)c1 (centres undefined)	2	-10	3	5	-10%	-4	-0.1%	-3%	-4%
25	CC1(C)Cc2c(sc3[nH]c(=S)n(Cc4ccco4)c(=O)c23)CO1	4	-22	-2	3	?	12	12%	-6%	-12%
26	O=C(COC(=O)CCS(=O)(=O)c1ccccc1)Nc1ccc(N2CCCCC2)cc1	3	16	-10	-5	0%	11	-2.5%	1%	11%
27	N#Cc1c(NC(=O)CN2C(=O)c3ccccc3C2=O)oc(-c2ccccc2)c1-c1ccccc1	.	5	.	.	-4%	.	.	-1%	-8%
28	COc1ccc(C(NCC(=O)Nc2c(C)cccc2C)c2ccccc2)cc1 (centres undefined)	1	-2	11	3	0%	5	-1.8%	-3%	10%
29	Cc1ccc(-c2csc(/C(C#N)=C/Nc3ccccc3SC(F)(F)F)n2)cc1	4	-1	3	-9	3%	5	-0.4%	-4%	0%
30	O=C(COC(=O)c1c2c(nc3ccccc13)CCCC2)c1ccc(Br)s1	9	-10	0	2	-15%	4	2.9%	-2%	-6%
31	Cc1ccc(C(=O)O/N=C2\CCSc3ccc(C)cc32)cc1	4	5	-3	13	-2%	0	1.2%	2%	-1%
32	CCOc1cc(/C=N/NC(=O)c2cccc([N+](=O)[O-])c2)ccc1OS(=O)(=O)c1ccccc1	2	10	-6	6	-4%	-2	1.1%	-4%	2%
33	CN(c1ccccc1)S(=O)(=O)c1ccc(Cl)c(C(=O)OCC(=O)NCc2ccco2)c1	1	3	-9	5	-6%	9	1.8%	0%	15%
34	O=C(COC(=O)COc1ccccc1F)NCc1ccco1	.	-1	.	.	-2%	.	.	-4%	-13%
35	CCOC(=O)n1ccc(C(=O)Nc2ccccc2F)n1	1	-1	-2	1	0%	1	1.0%	3%	0%
36	CCCCCn1c(=O)[nH]c2cc(C(=O)NCCc3ccc(OC)c(OC)c3)ccc2c1=O	2	-21	-2	-17	-2%	14	0.3%	-5%	.
37	Nn1c(SCC(=O)N2CCCc3ccccc32)nncc1=O	1	-3	-4	-2	1%	-5	2.2%	11%	7%
38	COC(=O)c1ccc2c(=O)n(CCCCCC(=O)NCc3ccc(OC)cc3)c(=O)[nH]c2c1	0	-21	1	1	1%	-13	-2.2%	-3%	1%
39	CCc1cccc(CC)c1NC(=O)C1CCC(CNS(=O)(=O)c2cccc3nsnc23)CC1 (centres undefined)	4	-8	0	-6	0%	2	-1.0%	-2%	-2%
40	COC(=O)[C@@]12CCCN1[C@H](c1ccc(-c3ccccc3)cc1)[C@@H]1C(=O)N(C)C(=O)[C@@H]12	0	.	-4	5	2%	-8	0.0%	-4%	5%
41	CC1CCCC(C)N1/N=C/c1ccccc1OC(F)F (centres undefined)	3	-1	1	4	11%	1	-3.5%	-5%	-25%
42	CC(=O)Nc1ccc(Br)c(Cl)c1	4	-6	-1	-5	-12%	-7	-0.3%	-2%	8%
43	COc1ccc(CCNC(=O)c2cnn3cccnc23)cc1OC	3	-6	0	6	-2%	5	3.3%	-3%	-3%
44	O=C(O)CC(NS(=O)(=O)Cc1ccccc1)c1cccc([N+](=O)[O-])c1 (centres undefined)	4	0	2	-9	1%	-6	4.1%	-3%	-3%
45	Cn1c(=O)oc2cc(S(=O)(=O)N3CCCC(C(=O)NCCN4CCOCC4)C3)ccc21 (centres undefined)	8	.	.	7	3%	3	4.6%	-5%	-7%
46	CCOC(=O)N1CCC(=NNC(=O)COc2ccc(OC)cc2)CC1	1	1	-1	-3	1%	-5	-0.5%	-5%	-8%
47	COC(=O)c1ccccc1NC(=O)CNC(=O)c1ccc(OC)c(OC)c1	7	4	-3	13	-1%	5	3.1%	1%	1%
48	CC(C)c1ccc(C2NC(=S)NC3=C2C(=O)CCC3)cc1 (centres undefined)	2	-1	0	-3	-1%	1	-0.2%	-3%	1%
49	COc1ccc(C2C3=C(CC(C)(C)CC3=O)Nc3nc(C)nn32)cc1OC (centres undefined)	0	-3	-5	-15	3%	-14	2.1%	-4%	1%
50	Cc1cc2ccccc2n1CCNC(=O)C1CCCC1	2	.	-8	0	0%	-2	4.2%	-2%	2%

New compounds follow.
No.	structure	D1 agonist	RXFP1 antagonist	D1 potentiator	D1 antagonist	Vif-APOBEC3G blk	D2 PAM	RXFP1 agonist	GRP78 ERSR act	Vif-APOBEC3F blk
51	Cc1cc(Oc2ccc(OCC(N)=O)nn2)nc(Cl)n1	-1	6	-1	-6	3%	-8	-0.9%	-3%	7%
52	NC(=O)CN1C(=O)NC2(CCCc3sccc32)C1=O (centres undefined)	1	-1	0	2	0%	-3	-2.7%	-2%	-5%
53	N=c1c2c(-c3ccccc3)c(-c3ccccc3)n(Cc3ccco3)c2ncn1CCO	2	-10	-4	27	9%	12	-0.5%	-5%	-7%
54	Clc1ccc(CN2CCSCC2)cc1Cl	1	-26	-2	-20	-7%	6	0.9%	-3%	1%
55	CC(C)OC(=O)c1cc2ccccc2oc1=O	.	-16	.	.	2%	.	0.4%	1%	-5%

Given as labelled records: 2 of the compounds above.
[54] Clc1ccc(CN2CCSCC2)cc1Cl
  D1 agonist: 1	RXFP1 antagonist: -26	D1 potentiator: -2	D1 antagonist: -20	Vif-APOBEC3G blk: -7%	D2 PAM: 6	RXFP1 agonist: 0.9%	GRP78 ERSR act: -3%	Vif-APOBEC3F blk: 1%
[55] CC(C)OC(=O)c1cc2ccccc2oc1=O
  D1 agonist: .	RXFP1 antagonist: -16	D1 potentiator: .	D1 antagonist: .	Vif-APOBEC3G blk: 2%	D2 PAM: .	RXFP1 agonist: 0.4%	GRP78 ERSR act: 1%	Vif-APOBEC3F blk: -5%
